Bioassay records (PubChem BioAssay)
MOR-DOR ag: OPRM1-OPRD1 heterodimerization agonism | AID 504326 | P35372+P41143 | 340,000 compounds, 0.3% hits | activation, % at 9.3 µM | cells, luminescence; in the data active = activation above about 18%;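 note: 0% = vehicle-treated cells and 100% = reference agonist; values of inactives mirror those of a sister screen read the other way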
Target sequence (P35372 whole entry, looked up): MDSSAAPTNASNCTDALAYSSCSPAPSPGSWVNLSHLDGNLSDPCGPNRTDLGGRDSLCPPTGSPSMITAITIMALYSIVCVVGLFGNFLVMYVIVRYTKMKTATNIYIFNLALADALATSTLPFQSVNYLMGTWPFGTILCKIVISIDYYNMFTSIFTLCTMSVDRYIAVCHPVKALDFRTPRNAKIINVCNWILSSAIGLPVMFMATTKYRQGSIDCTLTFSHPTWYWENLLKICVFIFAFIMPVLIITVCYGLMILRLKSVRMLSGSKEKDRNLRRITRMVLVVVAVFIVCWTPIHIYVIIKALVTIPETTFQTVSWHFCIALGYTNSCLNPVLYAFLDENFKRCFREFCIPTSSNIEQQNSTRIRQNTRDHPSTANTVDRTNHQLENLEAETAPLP
Target sequence (P41143 whole entry, looked up): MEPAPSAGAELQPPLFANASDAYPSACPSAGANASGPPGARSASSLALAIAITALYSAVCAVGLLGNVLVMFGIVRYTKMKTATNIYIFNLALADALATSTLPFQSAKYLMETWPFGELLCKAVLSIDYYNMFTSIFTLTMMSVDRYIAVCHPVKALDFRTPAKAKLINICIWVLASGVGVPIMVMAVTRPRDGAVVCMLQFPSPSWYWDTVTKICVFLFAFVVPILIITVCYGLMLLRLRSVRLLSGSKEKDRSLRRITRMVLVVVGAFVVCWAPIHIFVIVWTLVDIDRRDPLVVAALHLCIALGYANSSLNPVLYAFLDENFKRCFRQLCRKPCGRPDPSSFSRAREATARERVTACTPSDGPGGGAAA
Wnt act: activators of Wnt/beta-catenin signaling; Wnt/beta-catenin reporter cell assay, activator, plate reader; 300,000 compounds, 1.2% hits; activation, % at 9.35 µM; in the data active = activation above about 30%, passing the limit was not always enough; inconclusive = no clear call, values can overlap the other calls;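 note: 0% = neutral control wells and 100% = positive control wells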
DSG3 Ab inh: inhibitors of pemphigus antibody binding to human desmoglein-3. P32926. DSG3-coupled beads, scFv-anti-DSG3-GFP binding, flow cytometry; hits give low values. binding (percent of control), % at 10 µM. 310,000 compounds, 0.48% hits;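 active = binding more than 3 SD below its plate's average and above zero; inconclusive = below that plate limit but binding exactly zero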;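 note: hits lower antibody fragment binding to DSG3; some compounds called inactive have numbers as strong as hits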
LANA DNA inh: inhibitors of KSHV LANA C-terminal domain DNA binding; MBP-C-LANA/FAM-LBS DNA binding, fluorescence polarization; inhibition, % at 9 µM; 340,000 compounds, 0.078% hits;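 active = highest replicate inhibition at or above 60% at 9 µM, even if other replicates fall short; inactive = all replicates below 60% inhibition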;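 note: 0% = neutral control wells and 100% = 4 µM acridine orange control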
Arrestin-AP2 inh: inhibitors of human beta-arrestin and AP2 interaction | FITC-arrestin peptide / GST-AP2 beads, flow cytometry; AP2 beta2 appendage carries R879A mutation | inhibition, % at 10 µM | 340,000 compounds, 0.31% hits;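 active = inhibition above a set limit, near 3 SD of compounds lacking own fluorescence, cut at about 54% in these data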;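 note: plate controls were DMSO wells for no effect and 5 µM unlabelled arrestin peptide for full effect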
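System: GST-AP2 R879A bound to glutathione beads, E. coli-expressed. Also added: 50 nM FITC-arrestin peptide. Schedule: compound with beads 12 min RT, then probe 1 h RT. Signal: bead flow cytometry, FITC channel. Read-out basis: percent response.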
RTF Ca sens act: cardiac RTF calcium sensitization. P19429+P45379. activation, % at 7.2 µM. 340,000 compounds, 0.24% hits. IANBD-labeled TnC RTF fluorescence at EC20 calcium; 0% EC20 calcium, 100% full calcium;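 active = activation above the mean over all tested compounds plus 3 SD, cut at about 30% in these data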;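 note: rise in fluorescence read as greater calcium sensitivity of cardiac thin filaments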
Cardiac RTF inh: cardiac RTF calcium desensitization; IANBD-labeled cardiac RTF, Ca2+ fluorescence; inhibition, % at 7.15 µM; 340,000 compounds, 0.12% hits; P19429+P45379;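 active = inhibition above the mean inhibition of all tested compounds plus 3 SD, cut at about 17% in these data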;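 note: assay run at fixed EC70 calcium of 1.6 mM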
Keap1 Nrf2 FP: inhibitors of human Keap1-Nrf2 protein-protein interaction | Keap1 Kelch-Nrf2 peptide fluorescence polarization, 1536-well | Q14145 | 340,000 compounds, 0.15% hits | AID 504523 | inhibition, % at 9.4 µM; in the data active = inhibition above about 12%; inconclusive = no clear call, values can overlap the other calls; inactive = below about 7.3%;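 note: human Keap1 Kelch domain with fluorescein labeled Nrf2 9mer peptide probe; 0% = neutral control wells and 100% = peptide positive control; higher means more block of Keap1 binding to Nrf2 peptide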
V-ATPase pHluor: yeast V-ATPase proton transport regulation by pHLuorin; 350,000 compounds, 0.37% hits; response, % at 10 µM; S. cerevisiae, pHLuorin cytosolic pH fluorescence; AID 504577; in the data active = response mostly above about 7.3%, no sharp cut-off; inactive = mostly below about 5.4%; note: actives read high; inactives centre near 0; some compounds called inactive have numbers as strong as hits; reference of the scale not given here
MOR-DOR inv ag: inverse agonist of human OPRM1-OPRD1 heterodimerization; AID 504357; inhibition, % at 9.3 µM; cell-based MOR-DOR heterodimer luminescence, inverse agonism; 340,000 compounds, 0.21% hits; in the data active = inhibition above about 22%, passing the limit was not always enough;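 note: 0% = cells with DMSO and 100% = wells without cells with DMSO; values of inactives mirror those of a sister screen read the other way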
Active calls of the source: *; ? = inconclusive; nt = not tested or not shown. Some of the compounds tested; count on the stated rates, not on these rows.

mol	MOR-DOR ag	Wnt act	DSG3 Ab inh	LANA DNA inh	Arrestin-AP2 inh	RTF Ca sens act	Cardiac RTF inh	Keap1 Nrf2 FP	V-ATPase pHluor	MOR-DOR inv ag
CCCC(C)C1(CC)C(=O)NC(=Nc2ccc(OC)cc2)NC1=O (stereo unspecified)	-1.6	-1	92	-0.6	22	-5	-12	2	2	12
COc1ccccc1N1CCN(Cc2ccccc2F)CC1	-1.6	4	96	1.7	-4	-3	2	-3	4	8
Cn1c(O)c(/C=C2\C=Nc3ccccc32)c(=O)n(C)c1=O	-0.9	-1	113	4.6	7	7	-13	-2	0	5
N/C(=N\N=C\c1ccc(O)cc1O)N[N+](=O)[O-]	-3.2	nt	nt	1.4	17	0	-8	3	3	20
Cc1ccc(N=C(/N=C(\N)N[N+](=O)[O-])Nc2ccc(C)cc2)cc1	-2.6	-2	107	1.2	15	5	3	-2	-1	13
O=C(CN1CC=C(c2ccccc2)CC1)NC(=O)NCc1ccccc1	-0.7	-1	104	1.4	-15	-2	-3	-3	-1	3
CN1C(=O)C(=Cc2c(OCc3cnc(Cl)s3)ccc3ccccc23)C(=O)N(C)C1=O	1.1	6	101	0.4	49	-1	-5	-4	-1	-6
COc1ccc(Cn2c(O)c(C=NCCN3CCOCC3)c(=O)[nH]c2=O)cc1	-3.1	nt	101	-2.8	-3	-2	-7	-3	5	17
COc1ccc(NP2(=O)NCCCN2)cc1	-2.8	-1	113	-1.4	-4	2	-5	-4	4	15
CCN(CC)C(=O)c1ccc(NC(=O)c2cccc(S(=O)(=O)N3CCN(C)CC3)c2)cc1	-1.8	0	111	0.0	-8	1	6	?	3	6
O=c1c2ccccc2nc(-c2ccc(Cl)cc2Cl)n1-c1ccncc1	-2.0	nt	96	1.6	3	2	-4	-3	-1	10
CNC(=O)OCc1n(C)cc[n+]1C	-1.5	-1	98	-1.0	-3	-4	-35	-5	-5	9
OC1/C(=C/c2ccccc2C(F)(F)F)N2CCC1CC2 (stereo unspecified)	-1.4	1	102	-0.8	-6	1	-8	5	-3	8
COC(=O)C1=C(c2ccccc2OCc2ccccc2)C[C@@H]2CC[C@H]1N2C(=O)NCc1ccc([N+](=O)[O-])cc1	-2.7	-7	96	-1.2	4	-4	0	-8	-4	15
COC(=O)C1=C(c2cc3ccccc3s2)C[C@@H]2CC[C@H]1N2C(=O)NCc1ccco1	-2.4	-3	97	-1.5	-13	3	1	-4	-1	14
COc1cc2nc(CN3CC=C(c4ccccc4)CC3)[nH]c(=O)c2cc1OC	-2.8	2	106	3.7	4	1	-6	1	-1	15
Cc1ccc2c(c1)CCCN2N=O	-2.7	3	100	-0.6	2	-5	-6	3	-2	14
Cc1ccc(-n2c(O)c(/C=N/c3ncc(Br)cc3Br)c(=O)[nH]c2=O)cc1	0.9	-1	110	0.6	8	5	-11	-1	2	-4
O=C1N[C@H](Cc2ccccc2)C(=O)N2[C@@H]3[C@H](C[C@@H]12)c1ccccc1N3OOSc1ccccc1	-1.9	-3	96	2.9	19	-3	-7	-3	4	9
COC(=O)C1=C(c2ccc(-c3ccccc3)c(F)c2)C[C@@H]2CC[C@H]1N2C(=O)NCCNC(C)=O	-3.0	-3	97	0.8	-5	-3	-20	1	0	14
CN1CCN(c2ccc([N+](=O)[O-])c(SCCO)c2)CC1	-0.2	-1	110	-0.1	-8	12	-10	0	-1	1
CN1CCN(Cc2cc(=O)n3ccsc3n2)CC1	-2.5	1	105	1.4	-6	-4	0	-1	2	13
CN1CCCN(C(=O)COc2ccc(F)cc2F)CC1	-2.0	2	111	0.3	31	3	6	0	3	8
C=CCn1c(O)c(C(C)=NCCC2=CCCCC2)c(=O)[nH]c1=O	-2.1	1	102	-1.8	17	-4	0	1	6	9
CCC(=NCCCO)c1c(O)n(-c2ccc(OC)cc2)c(=O)[nH]c1=O	1.4	nt	100	-1.4	11	1	-7	-4	-2	-8
O=[N+]([O-])c1cc([As](=O)(O)c2ccc(O)c([N+](=O)[O-])c2)ccc1O	-3.6	2	97	-0.8	-8	1	-6	0	-1	18
COC(=O)C(O)(c1c(C)[nH]n(-c2ccccc2)c1=O)C(F)(F)F (stereo unspecified)	-1.7	nt	100	0.8	6	0	0	-12	-2	8
Cc1cnc(-n2c(=S)[nH]c3ccccc3c2=O)s1	-2.7	-2	95	0.4	26	-5	2	2	0	14
O=C(c1ccccc1[N+](=O)[O-])N1CCC2(CC1)OCCO2	-2.1	0	103	0.1	14	0	1	-4	8	11
CN1CC(C#N)C2(O)c3ccccc3CCC2C1 (stereo unspecified)	-2.0	-1	117	0.0	10	-1	-3	2	-3	10
c1coc(CNCCc2c[nH]c3ccccc23)c1	-2.1	1	104	-4.7	9	-4	-4	0	0	9
CC(Cc1ccccc1)NC(=O)c1ccc(N)cc1 (stereo unspecified)	-4.2	-2	88	-3.5	-6	3	-4	-2	1	20
COc1ccc2c(c1)CC1(CN2C)C(=O)NC(=O)N(c2ccc(C)cc2)C1=O (stereo unspecified)	-1.0	-1	118	1.8	9	1	-9	-3	3	4
O=C(O)CSC(=S)N1CC2CC(C1)c1cccc(=O)n1C2 (stereo unspecified)	0.0	1	99	-0.6	15	8	-4	-1	-4	0
COc1ccc2ccccc2c1CNCCc1ccccc1	3.6	-1	101	0.9	35	-2	8	3	2	-18
COP(=O)(OC)/C(C=O)=N/Nc1ccc([N+](=O)[O-])cc1	-0.7	0	105	-0.7	17	-1	-13	5	2	3
Cc1cccn2c(=O)c3c(nc12)N1CCCCCC1C1(C3)C(=O)N(C)C(=O)N(C)C1=O (stereo unspecified)	nt	0	104	nt	-2	nt	nt	nt	1	nt
CCCCNC(=O)CN1C(=O)CN=C(c2ccccc2)c2ccccc21	-0.4	-5	99	-2.6	7	7	-6	-3	-1	2
COC(=O)C1=C(c2ccc(OC)c(OC)c2)C[C@@H]2CC[C@H]1N2C(=O)NC1CCCCC1	-1.5	-2	101	0.1	19	-1	-21	1	0	8
Nc1ccncc1Cl	-2.1	0	94	-1.8	2	3	-4	1	2	10
CN(C)CCCN=Cc1c(O)n(Cc2ccco2)c(=O)[nH]c1=O	-1.1	3	104	-1.4	-6	0	-14	-7	1	6
CCC1C(C#N)=C(N)Oc2c1c(=O)oc1ccccc21 (stereo unspecified)	-3.6	-1	96	-2.7	27	-5	1	-2	-2	16
COC(=O)[C@@H]1C[C@H]1[C@@H](NP(=O)(c1ccccc1)c1ccccc1)c1ccccc1	-2.3	11	101	1.6	27	5	-2	-3	-3	12
Cc1ccc(/C=C2/C(=O)NC(=O)N(CC3CCCO3)C2=O)s1 (stereo unspecified)	-2.9	nt	100	-0.6	5	0	-9	-1	-1	14
CCc1ccc(CN2CCN(Cc3ccc(SC)cc3)CC2)cc1	nt	-2	100	-0.2	19	nt	nt	-7	1	nt
Cc1ccnc(-n2c(C)cc(/C=C3\C(=O)NC(=S)N(C)C3=O)c2C)c1	-1.6	-2	91	0.7	-11	9	-7	-7	3	9
CCN1CCN(c2ccc([N+](=O)[O-])cc2C=C2C(=O)NC(=O)NC2=O)CC1	-1.2	nt	95	0.3	16	1	-4	6	5	6
Cc1ccc2c(c1)=NC(=O)/C(=C/c1c(O)[nH]c(=O)[nH]c1=O)C=2	-2.3	?	87	0.2	-7	0	-1	-7	-2	12
CC1OC(C[N+](C)(C)C)CC1O (stereo unspecified)	-1.0	3	98	0.0	-10	3	8	-1	0	5
CCCC(C)C1(CC)C(=O)NC(=Nc2ccccc2)NC1=O (stereo unspecified)	-0.6	1	98	-0.7	20	5	5	0	-3	3
Cn1c(O)c(C(c2ccccn2)c2c(O)n(C)c(=S)[nH]c2=O)c(=O)[nH]c1=S	-2.8	nt	102	-0.4	-4	-8	-1	-2	-2	16
COc1ccc(CC(C)NCCC(c2ccccc2)c2ccccc2)cc1 (stereo unspecified)	6.2	0	121	0.3	8	-6	2	-1	-2	-31
Cc1ccc(-n2c(C)cc(/C=C3/C(=O)NC(=O)N(C)C3=O)c2C)cc1	-2.3	-2	84	0.3	5	2	-7	6	-2	11
COC(=O)C1=C(c2ccc3ccccc3c2)C[C@@H]2CC[C@H]1N2C(=O)NC1CC1	-1.4	0	99	-3.0	24	0	1	0	-5	8
Nc1c(C(=O)NCC2CCCO2)c2nc3ccccc3nc2n1Cc1ccco1 (stereo unspecified)	0.0	4	106	5.0	11	16	-23	-4	-1	0
O=C(CNS(=O)(=O)c1cccs1)N1CCC2(CC1)OCCO2	-0.7	nt	93	-1.7	2	-6	3	-2	4	3

Additional entries.
mol	MOR-DOR ag	Wnt act	DSG3 Ab inh	LANA DNA inh	Arrestin-AP2 inh	RTF Ca sens act	Cardiac RTF inh	Keap1 Nrf2 FP	V-ATPase pHluor	MOR-DOR inv ag
CN(C)C(=O)NC(O)C(Cl)(Cl)Cl (stereo unspecified)	-0.3	-3	103	0.2	8	-2	-10	0	0	2
COc1ccc(-n2c(=O)[nH]c3ccccc3c2=O)c(OC)c1	-2.4	0	nt	0.6	-6	8	-1	-3	2	14
CC1CCC(N2CCN(C(=O)COc3ccccc3)CC2)CC1 (stereo unspecified)	-1.5	0	92	-1.5	23	-3	-5	3	-4	9
Cc1cc(C(=O)N=Nc2c(O)n(C)c3ccccc23)c(C)o1	-2.8	nt	97	-0.5	1	4	-6	-6	-2	14
C=CCN1C(=O)c2ccccc2Sc2ccc(C(=O)N3CCC4(CC3)OCCO4)cc21	1.4	1	95	-0.7	15	-4	-8	-2	3	-8
Cc1sc2c(c1C)C(c1ccc(C(C)(C)C)cc1)=NCC(=O)N2CC(=O)Nc1nccs1	7.9	-7	99	-1.6	2	6	3	-4	-2	-42
Cc1cc(C=C2C(=O)N(C)C(=S)N(C)C2=O)c(C)n1C1CCCCC1	2.9	nt	102	-1.1	37	5	-10	-4	0	-17
CCC(C)NC(=O)c1c(N)n(CCCOC)c2nc3ccccc3nc12 (stereo unspecified)	1.5	nt	98	-0.5	8	3	-11	-8	-2	-8
COc1ccccc1N1CCN(CCc2c[nH]c3cc4c(cc23)OCO4)CC1	-1.1	-3	111	-2.8	5	-1	-1	-3	5	5
C=CCn1c(O)c(/C=C/C=Nc2ccccc2)c(=O)[nH]c1=O	-2.5	2	nt	2.4	-23	2	-4	3	-1	14
CCCC/C(C)=C/[C@@H](NP(=O)(c1ccccc1)c1ccccc1)c1ccccc1	17	-1	104	-0.1	23	-5	1	-3	-5	-79
CC1(C)CSC(=NCc2ccccc2)N1	-0.3	-1	96	0.7	49	-1	2	-1	2	2
